Assay outcomes as filed in PubChem.
TDP1 inh: qHTS Assay for Inhibitors of Tyrosyl-DNA Phosphodiesterase (TDP1); 350,000 compounds, 0.28% hits; Potency, µM (series often up to 130 µM), without a hit: at the top dose activity change, negative = inhibition, most hits filed as inhibitors; recombinant TDP1, AlphaScreen DNA substrate cleavage; Tyrosyl-DNA phosphodiesterase 1 (Homo sapiens), Q9NUW8; also: nearly all actives have a fitted effect of over 40% in size
Target sequence (Q9NUW8 whole entry, looked up): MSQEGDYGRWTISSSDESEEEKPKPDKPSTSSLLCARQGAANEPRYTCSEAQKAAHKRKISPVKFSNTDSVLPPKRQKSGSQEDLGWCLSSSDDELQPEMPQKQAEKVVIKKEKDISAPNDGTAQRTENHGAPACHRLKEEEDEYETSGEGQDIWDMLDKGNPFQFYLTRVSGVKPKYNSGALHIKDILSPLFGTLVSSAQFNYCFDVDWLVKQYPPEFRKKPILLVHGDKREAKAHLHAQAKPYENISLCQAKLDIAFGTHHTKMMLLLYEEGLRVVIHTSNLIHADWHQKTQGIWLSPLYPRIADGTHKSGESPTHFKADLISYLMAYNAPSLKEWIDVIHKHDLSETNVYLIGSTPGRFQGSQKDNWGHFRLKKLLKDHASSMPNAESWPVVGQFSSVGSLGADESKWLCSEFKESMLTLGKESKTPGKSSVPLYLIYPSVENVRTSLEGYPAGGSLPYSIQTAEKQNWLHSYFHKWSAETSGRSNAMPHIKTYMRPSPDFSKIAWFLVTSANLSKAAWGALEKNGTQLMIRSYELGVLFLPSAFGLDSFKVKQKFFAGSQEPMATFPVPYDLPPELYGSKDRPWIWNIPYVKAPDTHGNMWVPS
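Recombinant human Tdp1 (E. coli-expressed, 1 nM final) preincubated with compounds 15 min at room temperature, then 5'-biotin/3'-phosphotyrosine-FITC DNA substrate (15 nM final) added for 5 min. AlphaScreen beads (10 ug/ml final) added 10 min; cleavage lowers signal.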
TDP1 cell CPT: qHTS for Inhibitors of human tyrosyl-DNA phosphodiesterase 1 (TDP1): qHTS in cells in presence of CPT. 420,000 compounds, 12% hits. Potency, µM (series often up to 46.2 µM), inactives show at the top dose activity change, negative = growth inhibition, hits mostly inhibitors. chicken DT40 Tdp1-/-;hTDP1 cells + 20 nM CPT, ATP luminescence, 48 h; also: nearly all actives have a fitted effect of over 55% in size
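Chicken DT40 Tdp1-/- cells complemented with human TDP1, 400 cells/well, exposed to compounds plus 20 nM camptothecin for at least 48 h at 37 C; viability read as ATP content by CellTiter-Glo luminescence.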
DT40 TDP1 no CPT: qHTS for Inhibitors of human tyrosyl-DNA phosphodiesterase 1 (TDP1): qHTS in cells in absence of CPT | DT40 Tdp1-/- hTDP1 cells, no CPT, ATP luminescence, 48 h | Potency, µM (series often up to 46.2 µM), for inactives: at the top dose activity change, negative = growth inhibition, usual class: inhibitors | 420,000 compounds, 15% hits; also: nearly all actives have a fitted effect of over 55% in size
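A cellular qHTS used chicken DT40 cells lacking endogenous Tdp1 but carrying stably transfected human TDP1. Compounds were applied without camptothecin, and cell growth kinetics were judged by ATP-dependent luminescence after ≥48 hr.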
* marks the source's active call; other numbers are inactive results; ? = inconclusive; . = no result given; & = joins results of further samples; [ ] = another dose, or the depositor's remark. Calls follow the shape of the dose curve; as a rule, active = well fitted curve in the direction sought with a large enough effect; inconclusive = small, poorly fitted or top-dose-only effect, or another doubt; inactive = no such curve, though single readings can be large; an effect the other way counts as inactive or inconclusive. % is scaled to controls: 0 for no effect and ±100 for the full control effect; potency is read from the fitted curve at half-maximal effect.

Sample of the layout, six compounds:
No.	Molecule	TDP1 inh	DT40 TDP1 no CPT	TDP1 cell CPT
1	COc1cc(-c2nc(-c3cccc(C(F)(F)F)c3)no2)cc(OC)c1OC	5%	?	?
2	O=C(Nc1ccccc1C(=O)N1CCCCC1)c1ccco1	.	-2%	-3%
3	CNC(=O)c1[nH]cnc1C(=O)NCC(=O)OCc1ccccc1	.	0%	-5%
4	COC(=O)[C@@]12C[C@@H](CC(=O)N3CCC(c4ccccc4)CC3)C(=O)N(Cc3cccc4ccccc34)C1=CCC(C)(C)C2	.	?	?
5	CCCC(=O)OCC(=O)Nc1ccc([N+](=O)[O-])cc1C#N	0%	7%	-26%
6	COc1ccccc1OCC(=O)N1CCC2(CC1)CC(=O)c1ccccc1O2	.	-29%	-16%

Results, from the start:
No.	Molecule	TDP1 inh	DT40 TDP1 no CPT	TDP1 cell CPT
1	COc1cc(-c2nc(-c3cccc(C(F)(F)F)c3)no2)cc(OC)c1OC	5%	?	?
2	O=C(Nc1ccccc1C(=O)N1CCCCC1)c1ccco1	.	-2%	-3%
3	CNC(=O)c1[nH]cnc1C(=O)NCC(=O)OCc1ccccc1	.	0%	-5%
4	COC(=O)[C@@]12C[C@@H](CC(=O)N3CCC(c4ccccc4)CC3)C(=O)N(Cc3cccc4ccccc34)C1=CCC(C)(C)C2	.	?	?
5	CCCC(=O)OCC(=O)Nc1ccc([N+](=O)[O-])cc1C#N	0%	7%	-26%
6	COc1ccccc1OCC(=O)N1CCC2(CC1)CC(=O)c1ccccc1O2	.	-29%	-16%
7	COc1ccccc1OCC(=O)OCC(=O)NCCN1C(=O)CSC1=O	2%	2%	-12%
8	Cc1ccc(NC(=O)c2cc3c(s2)CCC3)cc1S(=O)(=O)N1CCOCC1	0%	?	?
9	O=C(Nc1cccc(C(=O)O)c1)/C(=C/c1ccc([N+](=O)[O-])cc1)NC(=O)c1ccccc1	1%	-7%	-5%
10	Nc1nc(-c2ccccc2)c(C(=O)Nc2ccccc2)s1	-2%	?	-9%
11	C=CCSc1nnc(CCCCCN2C(=O)c3cccc4cccc(c34)C2=O)o1	2%	?	?
12	COc1ccccc1N=C1SC(C(=O)Nc2cccc(Cl)c2Cl)C(N)=C1C(N)=O (centres undefined)	8%	3.3µM*	2.9µM*
13	COc1ccc(C(=O)N2CCN(CCNC(=O)C(=O)Nc3ccc(F)cc3)CC2)cc1	.	?	-16%
14	CN(C(=O)c1ccc(Cl)c([N+](=O)[O-])c1)C1(C)CCS(=O)(=O)C1 (centres undefined)	.	-2%	7%
15	O=C(Nc1ccc(Cl)cc1)C1C2C=CC3(O2)C1C(=O)N(CCN1CCCCC1)C3C(=O)NC1CCCCC1 (centres undefined)	1%	6%	12%
16	CCOC(=O)CNC(=O)CN1CCC(c2nc3ccccc3[nH]2)CC1	0%	-20%	-4%
17	CCc1nc2ccc(C(=O)NCc3ccc(OC)cc3)cn2c1N(C)CCC(C)C	.	23µM*	?
18	O=C(Cn1nc(-c2ccc(Cl)cc2)ccc1=O)NCc1ccccc1Cl	3%	?	-28%
19	COc1ccc(S(=O)(=O)NCC2CCCO2)cc1C(=O)O (centres undefined)	.	1%	37%[activator]
20	COc1cc(CNc2ccccc2Oc2cc(=O)n(C)c(=O)n2C)cc(OC)c1OC	0%	?	?
21	CN1CC[C@@]2([C@@]34CCN(C)C3Nc3ccccc34)c3ccccc3NC12 (some centres undefined)	.	-16%	1%
22	Cc1cc(NC(=O)CSc2nc3ccccc3n2CC(=O)N2CCC(C)CC2)no1	1%[56.1 µM]	-30%	?
23	COc1ccc2nccc(/C=C/c3ccc(N(C)C)cc3)c2c1	.	11µM*	?
24	NS(=O)(=O)c1ccc(CNC(=O)Cc2ccsc2)cc1	.	2%	2%
25	Cc1nn(S(=O)(=O)c2ccc([N+](=O)[O-])cc2)c(C)c1Sc1ccccc1	.	?	?
26	CS(=O)(=O)c1sc(C#N)c2c1C(=O)CC(c1ccccc1)C2 (centres undefined)	6%	0.52µM*	0.52µM*
27	Cc1cccc(C)c1OCCCN1CCOCC1	.	3%	0%
28	COc1ccc(OC2C(=O)N(CCc3ccc(OC)c(OC)c3)C2c2ccc3c(c2)OCO3)cc1 (centres undefined)	6%	13µM*	18µM*
29	CC(C)(C)NC(=O)C(c1ccco1)N(Cc1ccc2c(c1)OCO2)C(=O)Cn1nnc2ccccc21 (centres undefined)	4%	-25%	?
30	CCCCn1c(N)c(N(CC)C(=O)c2ccncc2)c(=O)[nH]c1=O	0%	14%	-2%
31	COc1ccccc1OCC(=O)Nc1ccc2c(c1)OCO2	-9%	?	3%
32	O=S(=O)(Oc1ccccc1N1CCCCC1)c1ccccc1	3%	?	-7%
33	CCc1ccc(N(C(=O)c2csnn2)C(C(=O)NCc2ccccc2)c2ccco2)cc1 (centres undefined)	6%	?	-30%
34	CC(C)CC(=O)C1CCCN(C(=O)c2ccc3oc(Cc4ccccc4)nc3c2)C1 (centres undefined)	2%	23µM*	23µM*
35	Cc1ccc(C)c(-n2c(SCC(=O)N3CCC(C(=O)O)CC3)nnc2-c2cccc(Cl)c2)c1	5%	-27%	-12%
36	COCCNC(=O)c1cc(S(=O)(=O)N2CCCCC2)ccc1N1CCOCC1	0%	-1%	11%
37	CCOC(=O)C1CCCN(C(=S)Nc2ccc(F)cc2)C1 (centres undefined)	0%	-23%	-25%
38	Cc1cc(C)c(S(=O)(=O)/N=C2\C=CC(=O)C(Cl)=C2)c(C)c1	4%	-21%	-16%
39	COC(=O)c1ccc(C)c(NC(=O)CN2C(=O)c3ccccc3S2(=O)=O)c1	9%	-15%	-7%
40	O=C(CN1c2ccccc2S(=O)(=O)c2ccccc21)NCc1ccc(F)cc1	0%	7%	-2%
41	COc1ccccc1-c1ccc2ncnc(N3CCN(C)CC3)c2c1	12%[56.1 µM]	7.3µM*	9.2µM*
42	COc1ccc(OC)c(NC(=O)CSc2nnc(Cc3cccn3C)n2CCc2ccccc2)c1	9%	-20%	-16%
43	CNc1nc(NC)c2cn[nH]c2n1	.	0%	0%
44	CCCC(c1nnnn1CCOC)N1CCN(Cc2ccccc2)CC1 (centres undefined)	5%	-1%	-18%
45	CC(=O)Oc1ccc2occ(-c3ccccc3)c2c1	.	?	-23%
46	CCOC(=O)C1CCN(S(=O)(=O)c2ccc(OC)c(C(=O)N3CCCCCC3)c2)CC1	9%	-30%	-26%
47	O=C(O)/C=C/C(=O)NCCCc1ccccc1	.	?	?
48	O=C(COC(=O)/C=C/c1cccc(C(F)(F)F)c1)NC(c1ccccc1)c1ccccc1	-3%	?	?
49	COc1cc(NC(=O)N[C@@H](Cc2c[nH]c3ccccc23)C(=O)O)c(C(=O)O)cc1OC	.	-12%	13%
50	COc1cc(CN2CCN(CC3CC3)CC2CCO)cc(OC)c1 (centres undefined)	.	8%	0%
51	N#Cc1cc([N+](=O)[O-])ccc1NC(=O)COC(=O)C1CCC(=O)N1 (centres undefined)	-1%	0%	6%
52	O=C(N=C1SC2CS(=O)(=O)CC2N1c1ccc(Cl)c(Cl)c1)C1CCCO1 (centres undefined)	4%	18%	2%
53	C/C(=N\NC(=O)c1nnn(-c2nonc2N)c1CSc1ccc(Cl)cc1)c1ccco1	-7%	-11%	-12%
54	O=C(Nc1cccc(-c2cn3cccnc3n2)c1)c1cccs1	-1%	-27%	-20%
55	Cc1ccc2c(cnn2C(=O)CCC(=O)NCc2cccc(Br)c2)c1	.	9%	-2%
56	OCCC1CN(Cc2cnc(N3CCCC3)s2)CCN1C1CCCC1 (centres undefined)	0%	9%	-1%
57	Cc1ccc(Cc2cnc(NC(=O)c3ccco3)s2)cc1	4%	?	-85%
58	O=C1C(=O)N(c2ccccc2)C(c2ccccc2[N+](=O)[O-])/C1=C(\O)c1ccccc1 (centres undefined)	5%	-4%	2%
59	O=C(NNC(=O)c1cc(OCC(F)(F)F)ccc1OCC(F)(F)F)c1cccc(C(F)(F)F)c1	6%	?	-12%
60	COc1ccc(Br)cc1C1SCCN1S(C)(=O)=O (centres undefined)	1%	-6%	16%

Continuation:
No.	Molecule	TDP1 inh	DT40 TDP1 no CPT	TDP1 cell CPT
61	Cc1cccc(NCC(=O)N/N=C/c2ccc(Br)cc2)c1	3%	?	-23%
62	CCOC(=O)CSCC(=O)Nc1c(C(=O)C2CC2)oc2ccccc12	1%[56.1 µM]	3%	0%
63	O=C1C(C2=C(O)c3ccccc3C2=O)=Nc2ccccc21	11%	15µM*	10µM*
64	CCCc1c(C(=O)N/N=C(\C)c2ccc(CC(C)C)cc2)nnn1-c1nonc1N	.	6.5µM*	12µM*
65	CC(C)(O)CN(CCCNC(=S)Nc1ccccc1)C(=S)Nc1ccccc1	.	-19%	-13%
66	C[C@H](NC(=O)Cn1cncn1)c1ccccc1	-4%	5%	6%
67	NCC(c1ccccc1)(c1ccccc1)c1ccccc1	6%	?	?
68	COc1ccc(CCN2C(=O)CN=C2Nc2ccc(F)cc2)cc1OC	3%	-14%	0%
69	CCCc1nn2c(=O)cc(CSCC(=O)Nc3ccc(C)cc3)nc2s1	4%	14%	-2%
70	CCc1cc2c(SCc3ccc(C(=O)OC)o3)ncnc2s1	.	-17%	4%
71	O=C(Nc1cccc(F)c1)Nc1ccc2c(c1)C(=O)OC2	1%	-22%	-2%
72	COc1ccc(N(CC(=O)Nc2cc(OC)ccc2OC)S(=O)(=O)c2c(C)noc2C)cc1	5%	23µM*	?
73	Cc1cc(C)nc(-n2nc(C)c(C3(O)C(=O)Nc4ccc(F)cc43)c2N)n1 (centres undefined)	0%	?	?
74	O=S(=O)(NCC1CCCO1)c1cnc(Cl)c(Br)c1 (centres undefined)	0%	5%	-3%
75	N/C(Cc1ccc([N+](=O)[O-])cc1)=N\OC(=O)COc1ccccc1Cl	5%	-20%	-14%
76	CCCCCCSc1ccc(-c2nc3ccc(Cl)cn3c2NCCCC)cc1OC	-2%	?	?
77	COc1ccc(C(=O)COC(=O)CN2C(=O)NC3(CC(C)CC(C)(C)C3)C2=O)c(OC)c1 (centres undefined)	-1%[56.1 µM]	?	?
78	COc1ccccc1NC(=O)Cn1c(=O)n(Cc2ccccc2)c(=O)c2c3c(sc21)CN(C(C)=O)CC3	-1%	-1%	15%
79	CC(Oc1ccccc1)C(=O)Nc1nnc(C2CCCCC2)s1 (centres undefined)	0%	?	?
80	O=C1C[C@@H]2c3c(cccc3CN1Cc1ccccc1Br)C[C@@H](O)[C@H]2O	.	-13%&10%	-17%&7%
81	CCOC(=O)c1ccc(CN(Cc2ccc(F)cc2)S(=O)(=O)c2cc(C(=O)Nc3ccccc3CC)ccc2F)cc1	5%	-14%	?
82	COc1cc(C(=O)N2CCN(CCCc3ccccc3)CC2)cc(OC)c1OC	.	-28%	-20%
83	Clc1nc2ccccc2cc1-c1nnn(-c2ccccc2)n1	1%	-21%	-22%
84	CC(C)C[C@H]1CNC(=S)N1C[C@H]1CCCN1C[C@H](Cc1ccccc1)N1C[C@H](Cc2ccc(O)cc2)N(CC2CCCCC2)C1=S	.	23µM*	16µM*
85	COC(C/C=C/[C@@H](O)[C@H](C)OCc1ccccc1)OC	.	7%	6%
86	Cc1ccc(S(=O)(=O)N2N=C3CCCCC3C2(O)C(F)(F)F)cc1 (centres undefined)	5%	-23%	0%
87	Cc1ccc(C(=O)CN(CCCC(N)=O)S(=O)(=O)c2ccc([N+](=O)[O-])cc2)cc1	0%	-17%	-30%
88	COc1ccc(NCc2cccn2-c2nnc(N3CCCCC3)s2)cc1OC	3%	16µM*	?
89	CC(O)CNc1ccc([N+](=O)[O-])cc1S(=O)(=O)N1CCOCC1 (centres undefined)	1%	-7%	-22%
90	O=C1CC(c2ccccc2)c2c(O)cc(O)cc2O1 (centres undefined)	-2%	-25%	-20%

The last 2 compounds of the section above lead into the next.
No.	Molecule	TDP1 inh	DT40 TDP1 no CPT	TDP1 cell CPT
89	CC(O)CNc1ccc([N+](=O)[O-])cc1S(=O)(=O)N1CCOCC1 (centres undefined)	1%	-7%	-22%
90	O=C1CC(c2ccccc2)c2c(O)cc(O)cc2O1 (centres undefined)	-2%	-25%	-20%
91	CC1(C)C(=O)N(c2ccccc2Cl)C(=O)c2ccccc21	8%	?	-7%
92	COc1ccc(CN(C)C(=O)c2ccccc2Sc2ccccc2C#N)cc1OC	5%	?	16µM*
93	COCCOC(=O)/C(C#N)=C/c1cn(Cc2ccccc2)nc1-c1cccnc1	5%	?	-16%
94	COc1ccc(OC)c(C(=O)CN2C(=O)C(=O)N(C3CCCC3)C2=O)c1	1%	-1%	-18%

Compounds as they come. About 18% of those tested had a hit in this group.
